mec2-1: NCI yeast anticancer drug screen, S. cerevisiae mec2-1 strain. % growth inhibition at 50 µM. 9% of 79,000 active. AID 157, 2004;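 further: 0% = growth of vehicle-only cultures of the same strain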
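Yeast mec2-1 mutant treated with compound. Readout: growth inhibition vs vehicle controls.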
yeast sgs1 mgt1: NCI yeast anticancer drug screen, S. cerevisiae sgs1 mgt1 strain; % growth inhibition at 50 µM; AID 161, 2004; 10% of 78,000 active;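 further: 0% = growth of vehicle-only cultures of the same strain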
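Test agents were incubated with a DNA-repair-mutant yeast strain. Growth was then read and compared against vehicle-treated controls.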
yeast rad50: NCI yeast anticancer drug screen, S. cerevisiae rad50 strain; growth inhibition, % at 50 µM; 10% of 79,000 active; AID 155, 2004;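 further: 0% = growth of vehicle-only cultures of the same strain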
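A DNA repair-deficient yeast mutant serves as the test organism; compound-induced growth inhibition is calculated against vehicle-treated cells.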
bub3: NCI yeast anticancer drug screen, S. cerevisiae bub3 mutant strain; growth inhibition, % at 50 µM; 9.9% of 78,000 active;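 further: 0% = growth of vehicle-only cultures of the same strain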
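Steps: expose the mutant yeast strain to compound; grow alongside vehicle-treated cultures; measure growth; express inhibition against the vehicle cultures.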
cln2 rad14: NCI yeast anticancer drug screen, S. cerevisiae cln2 rad14 strain; % growth inhibition at 50 µM; 8.3% of 78,000 active; AID 165, 2004;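 further: 0% = growth of vehicle-only cultures of the same strain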
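Yeast strain cln2 rad14, bearing defects in cell cycle control and DNA repair, serves as the test system; values reflect growth inhibition compared with vehicle.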
mlh1 rad18: NCI yeast anticancer drug screen, S. cerevisiae mlh1 rad18 strain | growth inhibition, % at 50 µM | 11% of 79,000 active | AID 175, 2004;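 further: 0% = growth of vehicle-only cultures of the same strain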
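Compound-treated yeast growth, normalised to vehicle controls. Strain bears defined DNA repair mutations.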
Active calls of the source: *; & = joins results of further samples. No stated cut-off is given here; in the data, active means growth inhibition above about 70%; inactive means the rest. Hits appear at their usual frequency. About 14% of those tested had a hit in this group.

Compound	yeast sgs1 mgt1	mlh1 rad18	cln2 rad14	bub3	yeast rad50	mec2-1
c1ccc(-c2ccc3ncccc3c2)cc1	5	2	-34	0	-18	4
COc1ccc(CCNCCCC2c3ccccc3-c3ccccc32)cc1OC	7	-34	12	-19	29	-3
COc1ccc2nc(-c3ccccc3)cc(N=[N+]=[N-])c2c1	-13	-12	-5	-23	2	-1
O=C(O)CC(C(=O)O)c1ccccc1 (configuration not stated)	7&17	7&18	-5&18	-19&7	19&9	-1&8
COc1ccc2cc1Oc1ccc(cc1)CC1c3cc(c(OC)cc3CCN1C)Oc1c3c(cc4c1C(C2)N(C)CC4)OCO3 (configuration not stated)	-16	3	5	1	2	-14
Cc1cc(C)nc(C)c1.[Cl-].[Cl-].[Cl-].[Cl-].[Pt+2]	-8	7	7	3	9	9
Cc1cccc(C(N)=O)c1	3	33	-5	9	23	7
CCC(=O)Oc1ccc(Cl)cc1C	2	-13	6	2	0	8
COc1ccc2c(c1)n([O-])c1ccccc1[n+]2=O	-13	7	96*	95*	-19	50
[CH3][Ga]([CH3])[O]c1ccccc1C=O	-11	-21	-81	-30	-4	-18
O=[N+]([O-])c1c(F)cc(F)cc1F	-5	-7	-20	3	-11	6
O=C(O)CNC(=O)c1cccc([N+](=O)[O-])c1	33	-9	26	15	30	-15
COc1ccc(CSC(=S)NNc2ccccc2)cc1	18	5	10	48	11	4
CCCCOC(=O)COc1ccc2c(C)c(CCN(CC)CC)c(=O)oc2c1	1	-2	-8	-22	-13	-34
OC(COc1ccc(Cl)cc1)CN1CCN(c2cccc(Cl)c2)CC1 (configuration not stated)	99*	96*	86*	96*	96*	94*
COc1ccc(C2(OC)Oc3ccccc3-c3nc4ccccc4nc32)cc1 (configuration not stated)	6	14	-24	25	-1	27
CSc1ccc(OC(=O)NC2CCCCC2)cc1C	14	15	6	29	8	22
CC(=O)Oc1cccc(N(C)C)c1	18	26	-11	-7	18	17
CCc1nc(-c2ccccc2)nc2c1nc(-c1cccc(C)c1)n2Nc1ccccc1	-6	24	-3	-2	1	3
CN(NC(=O)c1ccc(Cl)cc1)C1=NCCCCN1	13	-8	2	-30	5	-20
COC(=O)C(CC(=O)[C@H]1CC[C@H]2[C@@H]3CC[C@H]4C[C@@H](OC(C)=O)CC[C@]4(C)[C@H]3CC[C@]12C)OC(C)=O (some centres not stated)	57	44	53	-3	52	41
CN(C)c1ccc(N=Nc2ccc(S(=O)(=O)O)cc2)c2ccccc12	30	0	13	4	16	5
C/C(=N/O)c1ccc2c(Br)ccc3c2c1CC3	13	8	9	17	11	-9
CS/C(=C\c1ccc2ccccc2[n+]1C)NCCCO	3	7	-31	-19	8	9
Cc1ccc(C(C)C)c2c1CN(CCN1COc3c(C(C)C)ccc(C)c3C1)CO2	-14	-9	-11	-3	-4	7
CCOc1ccc(CN(CCN2CCCCC2)c2ccccn2)cc1	23	24	-7	12	27	9
CC(O)C1=CCC(C(C)C)C1 (configuration not stated)	0	1	-8	2	-3	5
CC(=O)OC1CCCC(CN)C1C (configuration not stated)	-1	-3	-15	0	4	4
N/C(=N/N=C/c1cc(Br)cc(Br)c1O)NO	98*	99*	92*	87*	96*	86*
O=c1[nH]c2nc3ccccc3c(=O)n2/c1=C/c1ccco1	6	4	20	23	30	17
CC(C)C1N=C(N)N=C(N)N1c1ccc(Cl)c(Cl)c1 (configuration not stated)	8	7	-17	5	17	10
Nc1ncnc(N)c1NC(=O)c1ccc(OCCc2ccccc2)c(Cl)c1	3	11	-15	6	15	2
CCCCCCCCNc1nc(Cl)nc2c1cnn2C	24	46	-11	42	0	-18
C=CC(C)(C)C1=CC(=O)C(OC)=CC1=O	-4	-7	-55	4	2	-6
CSC(=Nc1ccccc1Cl)NC(=O)c1ccc(Br)cc1	6	-8	19	8	-10	21
CC1CCC2(CC1)OCC(C)(C)CO2	0	11	53	-4	-9	-12
O=S(=O)(O)CC[S][Sn]([S]CCS(=O)(=O)O)([c]1ccccc1)[c]1ccccc1	91*	92*	88*	88*	88*	90*
Cc1cc2nc(C)c(=O)[nH]c2cc1C	11	34	21	-1	12	-1
CCOC(=O)C(=O)OCC	-19	14	-4	30	25	-1
COc1ccc(C2c3cc4c(cc3OC(NNC(N)=O)C2C)OCO4)cc1 (configuration not stated)	88*	86*	76*	86*	85*	80*
CC[N+](C)(CC)C1C(S(=O)(=O)c2ccccc2)CC1(C)C (configuration not stated)	20	19	26	6	22	46
CC1CC(=O)CC(C)(C)N1 (configuration not stated)	3	-7	-2	6	-9	-9
O=C(NCCO)c1c(O)c2ccccc2[nH]c1=O	-6	3	13	7	3	0
O=C(O)COc1cccc2ccccc12	-1	15	-25	2	5	-19
Cc1c([N+](=O)[O-])ccc2c1C(=O)c1ccccc1C2=O	-40	40	3	-6	-42	0
COc1ccc(N2C(=O)C3c4[nH]c5cc(C)ccc5c4C4CCC(C(C)(C)C)CC4C3C2=O)cc1 (configuration not stated)	-15	7	-36	-1	2	-2
Cc1ccc(S(=O)(=O)OC2COC3C(OS(=O)(=O)c4ccc(C)cc4)COC23)cc1 (configuration not stated)	26	4	46	97*	20	10
COc1ccc2nc3cc(Cl)ccc3c(Sc3ccc([N+](=O)[O-])cc3)c2c1	-21	-28	7	-21	-50	-20
O=C1CSC2=NC3=C(CSC/C3=C\c3ccc(Cl)cc3)C(c3ccc(Cl)cc3)N12 (configuration not stated)	29	29	27	23	41	20
Oc1cccc(-c2ccc(-c3ccccc3)cc2)c1	-8	42	13	10	-8	-13
COC(=N)c1ccc(O)c(C)c1	-8	-7	-38	5	50	2
Nc1nc(N)nc(-c2ccccc2NC(=O)c2ccccc2N)n1	0	18	8	7	2	14
CCCCC(CC)C(O)Cc1ccccc1 (configuration not stated)	-7	14	11	-14	34	17
N#COc1ccc(Oc2ccccc2)cc1	-4	-7	-14	-4	23	15
O=C1c2[nH]c3ccccc3c2CN1CCc1ccccc1	5	-5	-14	-4	-2	-16
Cc1[nH]c2ccc([N+](C)(C)C)cc2c1CCO	-3	8	-26	-7	-6	11
Cc1ccccc1OCC(O)CN1CCN(c2ccccc2)CC1 (configuration not stated)	44	24	0	58	69	15
CC(=O)OC1c2ccccc2C(=O)C1(OC(C)=O)c1ccccc1 (configuration not stated)	13	44	25	-11	1	11
Cc1c(CC#N)cc(C)c2c3c([nH]c12)CCC(C)C3 (configuration not stated)	4	14	18	5	14	9
COc1ccc2c(c1)[n+](=O)c(C(=O)C/C(=N\NC(=O)C[N+](C)(C)C)C(=O)Nc1cc(Cl)ccc1Cl)c(C)n2O	-44	-23	9	-23	-28	-13

Other results follow:
Compound	yeast sgs1 mgt1	mlh1 rad18	cln2 rad14	bub3	yeast rad50	mec2-1
CCCCC(CC)CCC(C)O (configuration not stated)	26	-15	-40	-17	-7	-5
CC(C)=CCC/C(C)=C/CC/C(C)=C/C1CCC(=O)C1(C)C (configuration not stated)	-43	-8	-17	-33	5	-38
CC1CCC2C(C)C3C(CC4C5CC=C6CC(O)CCC6(C)C5CCC43CO)N2C1 (configuration not stated)	-19	-1	16	4	18	-5
N#CC(c1ccc(Cl)cc1)c1cccc(Cl)n1 (configuration not stated)	21	50	23	29	32	21
CCC(=O)O/N=C(\c1ccccc1)c1cccnc1	-7	-3	-1	4	5	-1
N#CC(C(=O)CCCC(=O)Nc1cccc([N+](=O)[O-])c1)c1cccc2ccccc12 (configuration not stated)	17	31	23	6	32	22
CCOC(=O)C(C)NC(=O)OC(C)(C)C (configuration not stated)	-3	-19	-4	-4	0	2
O=C(O)C12C3CCC(C3)C1(C(=O)O)C1CCC2C1 (configuration not stated)	-14	-12	24	-1	-13	-14
CN(C)CCN(Cc1ccc(Cl)cc1)c1ccccn1	16	44	-48	30	2	8
CC(c1ccccc1)C(C)c1ccccc1 (configuration not stated)	-17	-9	-73	8	13	-10
Cc1c(C)n(S(=O)(=O)c2ccccc2)c2ccccc12	21	27	28	13	21	10
COc1ccc(CSC(=S)Nc2ccc(F)c(F)c2)cc1	9	6	4	6	15	2
CCOc1cc2c(cc1C(C)c1ccc(OC(C)C)cc1)OCO2 (configuration not stated)	-3	5	-14	4	-7	-6
Cn1nc2ccc([N+](=O)[O-])c(Cn3nnc4ccccc43)c2n1	5	-14	2	-1	15	11
CN(C)c1ccc2oc3ccccc3c2c1	-21	-26	-24	5	-4	-4
c1ccc(P(c2ccccc2)c2ccc(P(c3ccccc3)c3ccccc3)nn2)cc1	23	17	16	15	14	23
CC1(C)CCC2=C1CCC1C2CCC2CC3OC(=O)CC3CC21C (configuration not stated)	16	6	-1	-3	-24	12
CC(C)c1sc([S-])n[n+]1-c1ccccc1	-10	7	-15	-4	10	-1
CN(/N=C\c1cc(Cl)cc(Cl)c1O)c1ccccc1[N+](=O)[O-]	36	27	17	34	21	17
Cc1ccccc1OCC1COCN(C(C)(C)C)CO1 (configuration not stated)	5	20	8	-21	-14	-2
N#CC1(c2ccccc2)C(c2ccccc2)=C1c1ccccc1	2	-9	-5	9	2	5
OCC(c1ccccc1)[n+]1ccccc1 (configuration not stated)	-19	-13	-24	-3	-22	10
CC1c2c(ccc3ccccc23)CCC1Cc1cccc2ccc3c(c12)C=CCC3 (configuration not stated)	-2	-17	-11	3	-6	7
Cc1ccc2cccc(N)c2c1	-22	45	46	-5	-12	-2
CN(C)CCCNc1cc[n+](C)c2cccc([N+](=O)[O-])c12	31	27	20	14	27	15
Cc1ccc(N2N=S=CC2=O)cc1	38	34	13	20	41	11
O=c1c2c3ccccc3[nH]c2c2cccc3c2n1CCC3	88*	89*	83*	89*	89*	90*
CCc1cc(Cc2cc(CC)c(NC(=O)C3=CC(=O)CC(c4ccc(OC)cc4)O3)c(CC)c2Cl)c(Cl)c(CC)c1NC(=O)C1=CC(=O)CC(c2ccc(OC)cc2)O1 (configuration not stated)	-17	-3	4	-1	-43	-38
CSc1nnc2nc[nH]n12	-15	-8	-16	-2	-19	-16
COc1ccc(NC(=O)CSc2nnc(-c3ccc(NC(C)=O)cc3)o2)cc1	36	1	22	36	22	2
COC(=O)c1cc(C(=O)OC)c(C/C(=N/NC(N)=S)C(=O)Nc2c(C)cccc2C)nc1CC(=Nc1c(C)cccc1C)NNC(N)=S	-21	1	21	7	-14	-15
CC(=O)NC(C=O)C(O)C(O)C(O)CO (configuration not stated)	-11	2	-16	-7	-29	-25
CCCN(CCC)C(=S)N/N=C(/C)c1ccccc1O	87*	91*	87*	89*	78*	86*
COc1cc(-c2cc(=O)c3c(OC)c(OC)c(OC)c(OC)c3o2)c(OC)c(OC)c1OC	33	59	13	9	48	32
CC1=NN(c2ccccc2)C(=O)C1O (configuration not stated)	-6	2	-25	-11	12	16
CCNC(=O)C(CC)(CO)CO	-4	4	6	1	-16	-3
Cc1cccc(/C=N/O)n1	-9	-1	8	3	2	-1
COc1ccccc1NC(=O)C1=C(C)NC(C)=C(C(=O)Nc2ccccc2OC)C1c1ccc(C)cc1	4	-1	12	12	13	-10
O=C(O)c1n[nH][nH]c1=S	-24	15	6	-7	7	-8

High-throughput results from PubChem BioAssay.
